p53ts 39C kill – p53ts cell cytotoxicity, nonpermissive temperature; Potency, µM (series often up to 46.1 µM), inactives show top-dose activity change, negative = cell killing, hits mostly cytotoxic; 1.5% of 130,000 active; H1299-p53A138V viability at 39C, ATP luminescence, 24 h; AID 902; also: nearly all actives have a fitted effect of over 55% in size
IkB signaling – suppresses IkB signaling in ABC-DLBCL reporter cells | Potency, µM (highest dose often 57.1 µM), for inactives: at the top dose IkBa stabilization activation | AID 445 | 0.04% of 110,000 active | ABC-DLBCL IkBa-CBG/CBR dual luciferase ratio, 4 h; response scale: scaled: untreated 0%, proteasome inhibitor 100%; active = well fitted curve in the direction sought with a large enough effect in the signal ratio, not every such curve was filed as active; inconclusive = small, poorly fitted or top-dose-only effect, or a change in a side signal; the % refers to the signal ratio;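 also: the direction sought is a rising ratio; 0% = basal untreated cells and 100% = reference inhibitor full response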
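Curves were fitted separately to fusion (green), unfused (red) and ratio luminescence, then classed by r2, magnitude and activity. Cells: OCI-Ly3, 4 h compound plus doxycycline at 37C; 10 uM MG-132 defined full response.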
p53ts 32C tox – kills p53ts cells at the permissive temperature; H1299-p53A138V at 32C, ATP luminescence viability, 24 h; Potency, µM (doses to about 46.1 µM), without a hit: at the highest dose activity change, negative = cytotoxicity, most hits filed as cytotoxic; 0.93% of 130,000 active; AID 924;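 also: 0% = DMSO and -100% = full killing by reference compound; nearly all actives have a fitted effect of over 55% in size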
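Viability by ATPlite luminescence after 24 h compound treatment (up to 46 uM) at the permissive 32C. Cells are H1299 carrying p53 A138V. Scale runs from DMSO basal to 100 uM tamoxifen as full kill; AC50 from Hill fits.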
Peg3 imprint – induces erasure of genomic imprints in mouse ES cells | mouse ES Peg3-LacZ reporter, beta-gal luminescence, 40 h | Potency, µM (top dose mostly 60.7 µM), inactives show top-dose activity change, positive = activation, most hits filed as activators | 0.02% of 110,000 active;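 also: 0% = negative control wells on the plate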
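Each well holds 300 Peg3LacZ-Neo (maternal) female ES cells incubated 40 h at 37C, 5% CO2. LacZ is measured by BetaGlo luminescence, with AC50 and maximum efficacy derived from dose-response curves.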
Numbers without * were called inactive; [ ] = remark or other dose. Unless noted, calls follow the shape of the dose curve; as a rule, active = well fitted curve in the direction sought with a large enough effect; inconclusive = small, poorly fitted or top-dose-only effect, or another doubt; inactive = no such curve, though single readings can be large; an effect the other way counts as inactive or inconclusive. Unless noted, % is scaled to controls: 0 for no effect and ±100 for the full control effect; potency is read from the fitted curve at half-maximal effect.

Start of the data: the first two records (preview)
For CCCn1c(CN2CCN(c3ccc(OC)cc3)CC2)nc2c1c(=O)[nH]c(=O)n2C the results were p53ts 39C kill 30%, IkB signaling 0.8%, p53ts 32C tox 11% and Peg3 imprint -14%[10.9 µM].
For CCCCOc1ccc(C(=O)Nc2nc3c(s2)CC(C)CC3)cc1 (stereo unspecified) the results were p53ts 39C kill 16%, IkB signaling inconclusive, p53ts 32C tox -2% and Peg3 imprint -11%[10.9 µM].

The listing, from the first entry:
For CCCn1c(CN2CCN(c3ccc(OC)cc3)CC2)nc2c1c(=O)[nH]c(=O)n2C the results were p53ts 39C kill 30%, IkB signaling 0.8%, p53ts 32C tox 11% and Peg3 imprint -14%[10.9 µM].
For CCCCOc1ccc(C(=O)Nc2nc3c(s2)CC(C)CC3)cc1 (stereo unspecified) the results were p53ts 39C kill 16%, IkB signaling inconclusive, p53ts 32C tox -2% and Peg3 imprint -11%[10.9 µM].
For Cn1c(=O)oc2cc(S(=O)(=O)N3CCCC(C(=O)NCc4ccc5c(c4)OCO5)C3)ccc21 (stereo unspecified) the results were p53ts 39C kill -6%, IkB signaling 0.3%, p53ts 32C tox 6% and Peg3 imprint -6%.
For CC(c1ccccc1)n1cnc2ccccc21 (stereo unspecified) the results were p53ts 39C kill -4%, IkB signaling 2.1%, p53ts 32C tox 1% and Peg3 imprint -11%.
For COc1ccc(NC(=O)c2cc3c(=O)n(C)c4ccccc4c3s2)cc1Cl the results were p53ts 39C kill 18%, IkB signaling -0.7%, p53ts 32C tox -1% and Peg3 imprint 13%[10.9 µM].
COc1ccccc1CNc1nc(-c2ccc(C(=O)N(C)C)cc2)nc2ccccc12 was read as p53ts 39C kill -10%, IkB signaling -3.5%[11.4 µM], p53ts 32C tox 1% and Peg3 imprint -26%.
`Nc1nc(C(=O)N2CCOCC2)nn1S(=O)(=O)c1ccccc1` gave p53ts 39C kill -2%, IkB signaling 0.5%, p53ts 32C tox 5% and Peg3 imprint 3%.
For COc1ccc(S(=O)(=O)Nc2cccc(-c3ccc(N4CCCC4)nn3)c2)c(OC)c1 the results were p53ts 39C kill -20%, IkB signaling 0.9%, p53ts 32C tox 3% and Peg3 imprint -16%[10.9 µM].
Screening COCCn1nnnc1SCC(=O)c1ccccc1 returned p53ts 39C kill 11%, IkB signaling -0.9%, p53ts 32C tox -3% and Peg3 imprint -15%.
For CCOC(=O)CN1C(=O)c2ccccc2C1=O the results were p53ts 39C kill 16%, IkB signaling -0.8%, p53ts 32C tox -4% and Peg3 imprint -6%.
`O=C(OCc1cc(=O)n2nc(C3CCCCC3)sc2n1)c1ccc(F)cc1` gave p53ts 39C kill -24%, IkB signaling -1.0%, p53ts 32C tox 1% and Peg3 imprint -6%[10.9 µM].
For CC(=O)c1ccc(NC(=O)CSc2nnc3ccc(-c4ccc(Br)cc4)nn23)cc1 the results were p53ts 39C kill -12%, IkB signaling -2.7%, p53ts 32C tox -4% and Peg3 imprint -10%[10.9 µM].
For COc1ccccc1NC(=O)COc1ccccc1C(=O)c1cnn(-c2ccccc2)c1 the results were p53ts 39C kill -1% and p53ts 32C tox 4%.
CCCCn1c(SCC(=O)Nc2cccc(OC)c2)nc2c(sc3ccccc32)c1=O was read as p53ts 39C kill -30%, IkB signaling 0.8%, p53ts 32C tox 10% and Peg3 imprint -11%[10.9 µM].
CCCC(OC(=O)CC1Sc2ccccc2NC1=O)C(=O)NCc1ccco1 (stereo unspecified) was read as p53ts 39C kill -10%, IkB signaling 2.0%, p53ts 32C tox -1% and Peg3 imprint -7%.
`COc1ccc(NC(=O)N2CCCCC2)cc1` gave p53ts 39C kill -2%, IkB signaling 3.6%, p53ts 32C tox -27% and Peg3 imprint -50%[inhibitor].
`CCOC(=O)c1c(S(=O)(=O)N2CCN(c3cc(Cl)ccc3C)CC2)c(C)n(C)c1C` gave p53ts 39C kill -18%, IkB signaling inconclusive, p53ts 32C tox 7% and Peg3 imprint -3%[10.9 µM].
For COC(=O)c1c(NC(=O)c2cccc(OC)c2)sc2c1CCC(C(C)(C)C)C2 (stereo unspecified) the results were p53ts 39C kill 8%, IkB signaling 1.9%, p53ts 32C tox 11% and Peg3 imprint -15%[10.9 µM].
`COCCNC(=O)CCCn1c(SCC(=O)c2ccc(F)cc2)nc2c(sc3ccccc32)c1=O` gave p53ts 39C kill -28%, IkB signaling -1.6%, p53ts 32C tox 7% and Peg3 imprint inconclusive.
For CN(C)Cc1ccccc1-c1nccc(N(C)C)n1 the results were p53ts 39C kill -7%, IkB signaling 1.2%[11.4 µM], p53ts 32C tox -4% and Peg3 imprint -11%.
Screening COc1cc2nc(SCc3c(C)noc3C)n(CCC3=CCCCC3)c(=O)c2cc1OC returned p53ts 39C kill -14%, IkB signaling 1.7%, p53ts 32C tox -13% and Peg3 imprint -5%.
COc1ccc(-c2nn(-c3cccc([N+](=O)[O-])c3)c3c2cnc2cc4c(cc23)OCO4)cc1 was read as p53ts 39C kill -5%, IkB signaling -0.9%, p53ts 32C tox 9% and Peg3 imprint -4%[10.9 µM].
Screening N#CC1=C(N)C(C#N)(C#N)[C@H](c2ccncc2)[C@H]2CN(C(=O)OCc3ccccc3)CC=C12 returned p53ts 39C kill 17% and p53ts 32C tox 2%.
`COc1cccc(C(C(=O)NC2CCCCC2)N(C(=O)c2ccco2)c2ccc(-n3cnnn3)c(C)c2)c1` (stereo unspecified) gave p53ts 39C kill 0% and p53ts 32C tox 1%.
`CC(C)OC(=O)c1ccc(OC(=O)c2cccnc2)cc1` gave p53ts 39C kill 3%, IkB signaling -3.8%, p53ts 32C tox 13% and Peg3 imprint -10%.
For COc1ccc(CNC(=O)C(CC(C)C)NS(=O)(=O)c2ccc3c(c2)oc(=O)n3C)cc1 (stereo unspecified) the results were p53ts 39C kill 4%, IkB signaling 0.1%, p53ts 32C tox 11% and Peg3 imprint -8%[10.9 µM].
COc1ccccc1N1CCN(C(=O)CCc2ccc(S(=O)(=O)NC(C)C)cc2)CC1 was read as p53ts 39C kill 17%, IkB signaling inconclusive, p53ts 32C tox -3% and Peg3 imprint -2%.
`COc1ccc(C2=C(C)C(=O)N(Cc3ccc(C(=O)Nc4ccc(C)c(C)c4)cc3)S2(=O)=O)cc1` gave p53ts 39C kill -5%, IkB signaling 1.9%, p53ts 32C tox 3% and Peg3 imprint -12%[10.9 µM].
`CCc1c(C)nc2cc(-c3cc(OC)cc(OC)c3)nn2c1N1CCCC1` gave p53ts 39C kill -23%, IkB signaling inconclusive, p53ts 32C tox 26% and Peg3 imprint -13%.
Screening CCC(C)[C@H](NC(=O)NCc1ccc(Cl)cc1)C(=O)OC (stereo partly specified) returned p53ts 39C kill 3%, IkB signaling 3.3%, p53ts 32C tox 3% and Peg3 imprint -14%.
Screening CC(C(=O)Nc1ccc2c(c1)OCO2)N(c1ccc(Cl)cc1)S(C)(=O)=O (stereo unspecified) returned p53ts 39C kill -1%, IkB signaling 1.7%, p53ts 32C tox -1% and Peg3 imprint 1%.
CN1C[C@@H]2C(c3ccccc3)C3(c4ccc(C#N)cc4)CC2(C3)[C@H]1c1ccccc1 (stereo partly specified) was read as p53ts 39C kill 8%, p53ts 32C tox 2% and Peg3 imprint -6%.
Screening Cc1c(NC(=O)c2ccc(Cl)c(S(=O)(=O)N3CCOCC3)c2)c(=O)n(-c2ccccc2)n1C returned p53ts 39C kill 11%, IkB signaling -1.3%, p53ts 32C tox 0% and Peg3 imprint -16%.
`CCOC(=O)CNS(=O)(=O)c1c(C)noc1C` gave p53ts 39C kill -12%, IkB signaling 0.3%, p53ts 32C tox -5% and Peg3 imprint -10%.
`COc1cc(Nc2cc(C)nc3ncnn23)cc(OC)c1OC` gave p53ts 39C kill 7%, IkB signaling 9.0%, p53ts 32C tox 5% and Peg3 imprint -11%.
For CN=c1nc(-c2ccccc2)n(-c2ccccc2)s1 the results were p53ts 39C kill inconclusive, IkB signaling inconclusive, p53ts 32C tox inconclusive and Peg3 imprint -83%[inhibitor].
For [O-]/[N+](=C\c1ccncc1)c1ccc(Br)cc1 the results were p53ts 39C kill -4%, IkB signaling 6.7%, p53ts 32C tox -14% and Peg3 imprint -32%[inhibitor].
`O=C(CN1CCCCC1)Nc1ccc(S(=O)(=O)N2CCCCCC2)cc1` gave p53ts 39C kill -16%, IkB signaling -0.4%, p53ts 32C tox -10% and Peg3 imprint -9%.
`Cc1c(Cl)cccc1NC(=O)CN1C(=O)CSc2ccc(S(=O)(=O)N3CCCC3)cc21` gave p53ts 39C kill 4%, IkB signaling -0.7%, p53ts 32C tox 5% and Peg3 imprint -8%[10.9 µM].
O=C(O)CC1(CC(=O)O)Nc2ccccc2SC1=O was read as p53ts 39C kill 3%[9.22 µM], IkB signaling 1.9%[11.4 µM], p53ts 32C tox 3%[9.22 µM] and Peg3 imprint -5%[10.9 µM].
For COc1ccc(CNc2ncnc3ccc(-c4cccc(C#N)c4)cc23)c(OC)c1 the results were p53ts 39C kill 8%, IkB signaling -4.4%[11.4 µM], p53ts 32C tox 2% and Peg3 imprint -14%.
`Cc1ccc2occ(CC(=O)Nc3ccc(Cl)c(C(F)(F)F)c3)c2c1` gave p53ts 39C kill inconclusive, IkB signaling 1.0%, p53ts 32C tox inconclusive and Peg3 imprint 14%[10.9 µM].
`CCOC(=O)Cn1c(=O)oc2cc(S(=O)(=O)N(CCN(C)C)Cc3ccccc3)ccc21` gave p53ts 39C kill -5%, IkB signaling 1.0%, p53ts 32C tox -2% and Peg3 imprint 3%.
Screening COc1ccc(Cl)cc1NC(=O)c1noc2c1CCc1ccccc1-2 returned p53ts 39C kill 24%, IkB signaling inconclusive, p53ts 32C tox 2% and Peg3 imprint 2%[10.9 µM].
`CCCCC(=O)Nc1ccccc1C#N` gave p53ts 39C kill 13%, IkB signaling -2.0%, p53ts 32C tox 5% and Peg3 imprint -7%.
Screening CN(c1ccccc1C(=O)N1CCN(c2ccccc2)CC1)S(C)(=O)=O returned p53ts 39C kill 5% and p53ts 32C tox 7%.
CCCS(=O)(=O)N1CCn2c(nc3ccccc32)C1 was read as p53ts 39C kill 8%, IkB signaling -2.0%, p53ts 32C tox -1% and Peg3 imprint -5%.
Screening Cc1ccc(-c2cc3c(n2-c2ccc(C)cc2)CC(C)(C)CC3=O)cc1 returned p53ts 39C kill -2%, IkB signaling inconclusive, p53ts 32C tox 10% and Peg3 imprint 16%[10.9 µM].
`CSc1ccccc1NC(=O)C1CC(c2ccccc2O)=NO1` (stereo unspecified) gave p53ts 39C kill 36%[activator], IkB signaling inconclusive, p53ts 32C tox 15% and Peg3 imprint 7%.
O=C(NCCN1CCCCC1)c1ccco1 was read as p53ts 39C kill -1% and p53ts 32C tox -9%.
COc1ccc(CC(=O)Nc2ccc3nc(N4CCCCC4)cc(C)c3c2)cc1 was read as p53ts 39C kill -15%, IkB signaling inconclusive, p53ts 32C tox -11% and Peg3 imprint -6%[10.9 µM].
Screening COc1ccc(CCNC(=O)CCc2c(C)c3cc4c(C)c(C)oc4cc3oc2=O)cc1 returned p53ts 39C kill 4%, IkB signaling -0.7%, p53ts 32C tox -1% and Peg3 imprint 7%[10.9 µM].
For COc1cccc(/C(O)=C2/C(=O)C(=O)N(Cc3ccco3)C2c2ccncc2)c1 (stereo unspecified) the results were p53ts 39C kill 9%, IkB signaling 4.8% and p53ts 32C tox -2%.
For COc1ccc(NC(=O)CN2CCN(S(=O)(=O)c3ccc(F)cc3)CC2)cc1Cl the results were p53ts 39C kill 2% and p53ts 32C tox -4%.
`O=C(Nc1nc2ccccc2[nH]1)c1ccc(F)cc1` gave p53ts 39C kill 2µM*, IkB signaling inconclusive, p53ts 32C tox 3.2µM* and Peg3 imprint -90%[inhibitor].
Cc1ccc(C(=O)Cn2c(C)cc(C)c(C#N)c2=O)cc1 was read as p53ts 39C kill 5%, IkB signaling 0.2%, p53ts 32C tox -5% and Peg3 imprint 3%.

Ordered by length of the SMILES (falling): part of the list above.
COc1ccc(CC(=O)Nc2ccc3nc(N4CCCCC4)cc(C)c3c2)cc1 was read as p53ts 39C kill -15%, IkB signaling inconclusive, p53ts 32C tox -11% and Peg3 imprint -6%[10.9 µM].
`CSc1ccccc1NC(=O)C1CC(c2ccccc2O)=NO1` (stereo unspecified) gave p53ts 39C kill 36%[activator], IkB signaling inconclusive, p53ts 32C tox 15% and Peg3 imprint 7%.
`O=C(Nc1nc2ccccc2[nH]1)c1ccc(F)cc1` gave p53ts 39C kill 2µM*, IkB signaling inconclusive, p53ts 32C tox 3.2µM* and Peg3 imprint -90%[inhibitor].
O=C(NCCN1CCCCC1)c1ccco1 was read as p53ts 39C kill -1% and p53ts 32C tox -9%.
